Assay outcomes as filed in PubChem BioAssay.
NOD2-RIPK2 inh = blocks binding of human NOD2 to RIPK2. CHO BLA complementation NOD2-RIPK2, CCF4 ratio. inhibition, % at 4.98 µM. AID 624267. 360,000 compounds, 0.38% hits. O43353; in the data active = inhibition above about 21%;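 also: 0% = vehicle only and 100% = reference blocker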
NCOA3 inh = inhibits human SRC3 coactivator. Q9Y6Q9. HEK293 GAL4-SRC3 luciferase reporter, luminescence. inhibition, % at 3.6 µM. 360,000 compounds, 0.17% hits. AID 588352;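 active = inhibition above a per-campaign cutoff, the mean of all compounds plus 3 SD, cut at about 60% in these data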;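 also: 0% = DMSO-treated cells and 100% = gossypol-treated cells at 36 µM; higher means less SRC3-driven luciferase light from the GAL4 reporter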
EBV LMP1 NFkB = reduces LMP1-driven NF-kappaB luciferase signal | 350,000 compounds, 0.69% hits | LMP1-induced NF-kappaB luciferase reporter cells, luminescence | inhibition, % at 12.5 µM; in the data active = inhibition above about 41%;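 also: 0% = neutral control wells and 100% = reference inhibitor control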
NCOA1 inh = human NCOA1 inhibition; Q15788; HEK293 GAL4-SRC1 luciferase reporter, luminescence; inhibition, % at 3.6 µM; 360,000 compounds, 0.12% hits;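 active = inhibition above the campaign mean plus 3 SD, with each screening campaign given its own cutoff, cut at about 60% in these data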;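 also: 0% = DMSO treated cells and 100% = gossypol at 36 µM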
TLR9-MyD88 block = blocks human TLR9 binding to MyD88; 340,000 compounds, 0.21% hits; Q9NR96+Q99836; CHO BLA complementation TLR9-MyD88, CCF4 FRET ratio; inhibition, % at 4.98 µM;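 active = inhibition above the mean over all tested compounds plus 3 SD, cut at about 21% in these data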;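 also: 0% = DMSO only wells and 100% = clavulanate BLA inhibitor control wells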
MC4R barr agon = human MC4R agonism via beta-arrestin; U2OS MC4R beta-arrestin complementation, luminescence; percent of melanotan II response, DMSO zero; activation, % at 8.9 µM; 360,000 compounds, 0.98% hits;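 active = activation above a per-plate cutoff, the mean activation of sample wells on that plate plus 3 SD, cut at about 8% in these data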
MC4R antagonist = human MC4R antagonism in cAMP assay | P32245 | MC4R-expressing cells, MTII-stimulated cAMP, LANCE TR-FRET | inhibition, % at 6.5 µM | 360,000 compounds, 0.48% hits;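 active = inhibition above its plate's cutoff, the mean of tested wells on that plate plus 3 SD, cut at about 29% in these data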;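 also: 0% = Melanotan II alone and 100% = Melanotan II plus saturating MCL0020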
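System: U2OS-MC4R stable cell line; Technique: Eu-cAMP/anti-cAMP TR-FRET, emission 671 nm; Repeats: single well per compound; Also added: Melanotan II; Dosing: one concentration, 6.5 µM nominal; Schedule: 30-min compound, 1-h challenge, 1-h detection, room temperature.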
NR2F2 inh = inhibitors of human COUP-TFII (NR2F2); P24468; HEK293T NGFI-A luciferase reporter, luminescence; inhibition, % at 8.6 µM; 370,000 compounds, 0.7% hits;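 active = inhibition above a per-plate cutoff, mean inhibition of test wells between control levels plus 3 SD, cut at about 38% in these data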;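 also: cells cotransfected with COUP-TFII expression vector driving the NGFI-A reporter; 0% = median of COUP-TF2 test wells and 100% = reporter-only cells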
ABHD5 PLIN5 PPI = blocks binding of human ABHD5 to perilipin-5; Split G. princeps luciferase complementation, luminescence, 4 h; inhibition, % at 4 µM; 360,000 compounds, 0.78% hits; AID 602281;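 active = inhibition above the mean inhibition across every tested compound plus 3 SD, cut at about 22% in these data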;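 also: 0% = DMSO only wells and the 100% control is not disclosed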
LRH-1 inv ag = NR5A2 inverse agonism in reporter assay; HEK293T StAR-luciferase reporter, LRH-1 transfected, 24 h; AID 602396; inhibition, % at 3.6 µM; 360,000 compounds, 0.13% hits; O00482;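 active = inhibition above the mean inhibition of all tested compounds plus 3 SD, cut at about 73% in these data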;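 also: 0% = DMSO wells and 100% = reporter-only cells lacking LRH-1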
NCOA2 inhibitor = inhibits human steroid receptor coactivator 2; Q15596; HEK293 GAL4-SRC2 luciferase reporter, luminescence; inhibition, % at 9 µM; 370,000 compounds, 0.17% hits;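 active = inhibition above the mean inhibition of all tested compounds plus 3 SD, set per campaign, cut at about 52% in these data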;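 also: 0% = DMSO treated cells and 100% = cells given Gossypol at 36 µM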
* marks the source's active call; other numbers are inactive results; . = no result given. These rows are one share of the data; count on the stated rates, not on these rows.

SMILES	NOD2-RIPK2 inh	NCOA3 inh	EBV LMP1 NFkB	NCOA1 inh	TLR9-MyD88 block	MC4R barr agon	MC4R antagonist	NR2F2 inh	ABHD5 PLIN5 PPI	LRH-1 inv ag	NCOA2 inhibitor
CCN1CCc2c(C#N)c(N3CCOCC3)nc(NCc3ccccc3)c2C1	-5	15	-9	4	-6	-0.7	17	-8	-5	3	-12
O=C(COc1ccccc1)NNC(=O)c1cccs1	2	-16	9	-24	0	-2.1	1	12	2	-10	18
CS(=O)(=O)N1CCC(C(=O)Nc2ccccc2)CC1	-1	-7	-1	-6	-1	1.3	11	6	3	-9	-14
CC1CCCCN1C(=O)NC12CC3CC(CC(C3)C1)C2 (configuration not stated)	-5	4	10	7	5	-0.4	13	15	5	8	5
CCOc1ccc(C(=O)Nc2ccc(N3CCCC3)cc2)cc1	2	-3	-14	-1	-1	1.5	-2	3	4	-6	-14
CCCCCCCOc1ccc(C2(C)NC(=O)NC2=O)cc1 (configuration not stated)	3	-22	0	11	-1	-0.2	2	10	-3	-10	-24
COc1ccc(Nc2c3ccccc3nc3ccccc23)cc1	-8	12	-6	23	-9	-1.6	-16	11	3	8	-46
CC(C)(C)c1ccc(S(=O)(=O)NCCc2ccncc2)cc1	-5	31	-7	2	2	-1.9	-1	23	1	6	14
CCc1ccc(C(=O)CSc2n[nH]c(C)n2)cc1	6	2	-4	-10	-4	2.0	10	-26	-7	1	-14
Cc1ccc(S(=O)(=O)NCC(=O)OCC(=O)NCc2ccco2)cc1	-6	27	-4	-2	7	0.0	9	-7	1	-8	7
O=C(CCl)Nc1cc(-c2ccccc2)nn1-c1ccccc1	-1	13	-10	-17	-14	-2.3	9	-4	-6	9	13
CC(=O)c1cccc(S(=O)(=O)N2CCN(c3ccccc3F)CC2)c1	4	24	-12	-10	-2	0.8	20	-10	-2	-5	6
CC(C(=O)Nc1ccc2nccnc2c1)N1C(=O)C2C3C=CC(C3)C2C1=O (configuration not stated)	-9	-11	1	1	-1	-0.6	1	10	-4	0	2
CCn1c(SCC(=O)Nc2nc(C)c(C)s2)nnc1-c1cccnc1	-7	1	1	-25	1	-0.2	13	-6	7	16	-9
COCCn1c(=S)[nH]c2cc(C(=O)N3CCc4ccccc43)ccc2c1=O	0	4	0	-10	-4	1.2	15	4	-4	8	32
COc1cc2ccccc2cc1C(=O)Nc1ccc(Br)cn1	-1	-40	-45	-42	0	-0.2	8	2	7	-11	-11
O=C1CCCc2ccccc2N1Cc1ccc(Cl)cc1	6	-3	1	-12	-10	0.4	14	5	3	-13	4
O=[N+]([O-])c1cc2c(c(CSc3ncccn3)c1)OCOC2	2	-31	-11	-46	-5	-1.7	-4	-48	2	-28	-35
COc1ccc(N2C3=[N+](CCCC3)CC2(C)O)cc1 (configuration not stated)	-5	-18	5	6	-3	-2.9	1	5	0	8	-1
CC1CCCCN1C(=O)CCn1c(=S)oc2ccccc21 (configuration not stated)	0	16	-14	-17	-13	-2.7	-3	15	2	-19	-26
CC1CC2(C)Oc3ccccc3CC2C(C)C1CNCCCN(C)C (configuration not stated)	-2	12	-32	0	0	-1.1	7	10	17	0	6
S=C(NCc1ccncc1)NC1CCCCC1	9	17	-9	14	-11	3.2	10	-1	2	-22	-12
COc1cccc(CNC(=O)C2CCN(S(=O)(=O)c3ccc4c(c3)CC(C)N4C(=O)C3CC3)CC2)c1 (configuration not stated)	-5	20	10	-3	-1	1.8	2	-4	2	7	2
C/C(=N/NC(=O)c1ccncc1)c1c[nH]c2ccccc12	-5	-2	-3	11	4	-1.2	5	-3	-1	23	-25
Cc1c(Br)c([N+](=O)[O-])nn1CC(=O)N1CCCc2ccccc21	6	2	-4	-1	0	-1.2	-2	3	-3	1	-4
O=C(c1ccccc1Oc1ccccc1)N1CCN(c2ccccc2F)CC1	-7	8	22	-4	-7	-1.0	-1	0	-5	-10	-6
CC(=O)Oc1ccc(C(=O)Nc2ccccc2C(=O)Nc2cccc(C(=O)O)c2)cc1	-4	10	6	-2	-12	-1.6	1	11	2	8	-6
Cc1ccc(C23CC4CC(CC(NC(=O)NCCN(C)C)(C4)C2)C3)cc1	1	7	0	8	-2	1.6	16	-3	14	-4	-2
O=C(CCc1nc2ccccc2c(=O)[nH]1)N1CCN(S(=O)(=O)c2ccc(F)cc2)CC1	-10	-4	-4	7	-5	-0.8	3	-13	5	-8	-28
Cc1cccc(C)c1OCc1cc(C(=O)N2CCC(C3CCCCC3)C2)no1 (configuration not stated)	-10	-77	-13	-80	2	0.2	1	-27	-4	-43	-42
COc1ccc(C=C2CS(=O)(=O)CC(=Cc3ccc(OC)cc3)C2=O)cc1	8	40	91*	36	5	-2.6	24	71*	94*	53	3
Cc1ccc(NC(=O)COC(=O)c2cc(Cl)ccc2Cl)c(Br)c1	-15	23	9	-7	-2	5.9	20	7	2	-1	6
CCCC(=O)NNC(=O)CC(=O)Nc1ccccc1C(=O)O	2	6	0	1	-10	-1.1	-4	10	1	10	-14
CCCc1cnc(N2CCN(C(=S)NC)CC2)nc1	0	-38	-29	-68	-7	0.5	-6	-36	-3	-81	-29
CCOc1ccccc1C=NN=Cc1ccccc1O	9	-62	-15	-83	7	2.5	-2	2	0	0	-4
CCOC(=O)Cc1csc(NC(=O)CSc2nccn2C)n1	-6	21	-5	-23	-7	0.3	-1	1	5	-1	7
COc1ccc(CCNC(=O)/C=C/C(=O)O)cc1	-3	1	3	-14	-8	0.5	18	3	-1	-2	11
CCN(c1ccccc1)S(=O)(=O)c1cccc(C(=O)NCc2ccncc2)c1	5	2	-13	-6	0	-3.0	8	11	4	14	3
CC1CCc2c(sc(NC(=O)COC(=O)C3CCCO3)c2C#N)C1 (configuration not stated)	-5	-13	2	-13	-6	-1.7	-2	-20	1	-18	-26
O=c1[nH]cnc2c1c(-c1ccccc1)cn2-c1cccc(Cl)c1	-11	5	13	-5	-7	3.3	23	-12	1	-3	8
O=C(Nc1ccccc1F)C1CCCN1S(=O)(=O)c1ccc(Cl)cc1 (configuration not stated)	-3	14	-5	-9	-6	-1.5	-1	9	2	-11	12
O=C(N/N=C/c1coc2ccc(Cl)cc2c1=O)c1cc(O)cc(O)c1	-1	4	6	16	-4	-0.3	-5	15	-4	5	38
Cn1ncc([N+](=O)[O-])c1C(=O)NC1CCCCCC1	3	8	-3	-7	2	-1.0	10	10	1	10	-1
CCOC(=O)c1c(C)[nH]c(C(=O)NNC(=O)c2ccccc2)c1C	2	-73	8	-104	4	0.4	-4	.	-4	-140	.
O=C(/C=C/c1ccco1)Nc1cccc(-c2nc3ccccc3[nH]2)c1	-8	-51	-19	-33	6	1.1	-2	-21	22	-62	-32
O=C(O)C1=C[C@@H](c2csc3ccccc23)C[C@@H](OCCCCO)O1	-7	-9	2	-18	2	-2.2	5	-1	3	9	-7
O=S(=O)(c1ccc(NCCc2c[nH]c3ccccc23)nc1)N1CCOCC1	8	6	-7	-13	1	0.8	1	9	-4	15	-22
COc1ccc([C@H]2CC(=O)C[C@@H](CCn3cc(C)nn3)O2)cc1	-10	.	.	.	.	.	.	-1	-4	-23	14
COc1cccc(-c2nc3cc(C)ccc3o2)c1	5	-152	-18	-152	6	-0.5	-1	-53	-7	-151	-46
Cc1ccc(NC(=O)CCN2C(=O)OC(C)(C)C2(C)O)cc1 (configuration not stated)	0	5	-1	18	4	-2.3	9	-11	3	20	-21
CC(C)CCc1c(O)nc(SCC(=O)N2CCCCCC2)[nH]c1=O	-16	-4	-1	8	-5	0.8	9	0	-1	7	-13
COc1ccc2c(CC(=O)OCC(=O)Nc3ccc(S(N)(=O)=O)cc3)coc2c1	-34	-4	-5	6	9	-1.2	18	-5	-5	-5	-15
COc1ccc(OC)c(NC(=O)Nc2nnc(N3CCC(C)CC3)s2)c1	-8	1	1	5	-4	0.4	2	-12	-5	0	-25
Cc1nc(Br)c(Br)c(C)c1Br	-2	-20	3	-13	-7	-2.5	7	-1	2	-9	-15
COc1ccc(NC(=O)C/C(C)=N/NC(=O)c2ccco2)c([N+](=O)[O-])c1	-7	-125	0	-80	-14	0.0	-5	-18	16	-121	-87
CCn1c(SCC(=O)OC)nc2sc3c(c2c1=O)CCC3	-9	11	-1	7	-3	0.9	-4	-20	1	-14	-1
CCCCCC(=O)N1CCN(CCN=CC2=C(O)CC(c3ccco3)CC2=O)CC1 (configuration not stated)	3	17	8	-15	-5	-0.1	8	11	-3	-9	31
COc1ccc(OC)c(S(=O)(=O)Nc2ccc(CC(=O)O)cc2)c1	-2	4	-12	-14	8	-1.8	-1	-5	6	14	-4
